Screening data (PubChem BioAssay)
MLL CXXC-DNA inh = blocks binding of human MLL CXXC domain to DNA. Q03164. MLL-CXXC / FITC-HOXA9 DNA fluorescence polarization. Potency, µM (highest dose often 115 µM), for the others: at the highest dose activity change, negative = inhibition, most hits filed as inhibitors. 290,000 tested, 0.037% active. AID 2662; active = well fitted inhibition curve with a large enough effect in the polarisation, with a control signal flat, not every such curve was filed as active; inconclusive = small, poorly fitted or top-dose-only effect, or effect the other way, or a change in a side signal; inactive = no such curve, though single readings can be large or run the other way; the % refers to the polarisation
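Steps: dispense CXXC domain solution (7 uM) → pin compounds or unlabeled HOX-A9 DNA control → 5 min ambient → add FLSN-HOX-A9 solution (50 nM) → spin → 30 min ambient → fluorescence polarization. Tris pH 7.5/NaCl/DTT/BSA buffer.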
MBNL1-CUG inh = blocks human MBNL1 binding to CUG repeat RNA; TR-FRET MBNL1-His/biotin-(CUG)12 binding, 665/545 ratio; Potency, µM (top dose mostly 57.5 µM), without a hit: top-dose activity change, negative = inhibition, actives largely listed as inhibitors; 280,000 tested, 0.036% active; Q9NR56; active = well fitted inhibition curve with a large enough effect in the signal ratio, with a control signal flat, not every such curve was filed as active; inconclusive = small, poorly fitted or top-dose-only effect, or effect the other way, or a change in a side signal; inactive = no such curve, though single readings can be large or run the other way; the % refers to the signal ratio; note: % is set by controls: 0 for no effect and ±100 for the full control effect
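Compound titration spanned 92 nM–58 uM against the MBNL1-His/biotin-(CUG)12 complex. After 60 min at room temperature with 5 nM streptavidin-XL665 and 0.055 ng/ul terbium anti-His, ratiometric 665/545 nm emission (Ex 340 nm) normalized to controls.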
FLuc modulator = counter-screen for miR-21 project: firefly luciferase inhibitors or activators; purified FLuc, Km substrates, luminescence inhibition; Potency, µM (titrated, usually from 57.5 µM), inactives show at the top dose activity change, negative = inhibition, usual class: inhibitors; 360,000 tested, 6.9% active; AID 588342;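 note: plate controls were vehicle for no effect and reference inhibitor for full effect; nearly all actives have a fitted effect of over 55% in size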
Target sequence (P08659 whole entry, looked up): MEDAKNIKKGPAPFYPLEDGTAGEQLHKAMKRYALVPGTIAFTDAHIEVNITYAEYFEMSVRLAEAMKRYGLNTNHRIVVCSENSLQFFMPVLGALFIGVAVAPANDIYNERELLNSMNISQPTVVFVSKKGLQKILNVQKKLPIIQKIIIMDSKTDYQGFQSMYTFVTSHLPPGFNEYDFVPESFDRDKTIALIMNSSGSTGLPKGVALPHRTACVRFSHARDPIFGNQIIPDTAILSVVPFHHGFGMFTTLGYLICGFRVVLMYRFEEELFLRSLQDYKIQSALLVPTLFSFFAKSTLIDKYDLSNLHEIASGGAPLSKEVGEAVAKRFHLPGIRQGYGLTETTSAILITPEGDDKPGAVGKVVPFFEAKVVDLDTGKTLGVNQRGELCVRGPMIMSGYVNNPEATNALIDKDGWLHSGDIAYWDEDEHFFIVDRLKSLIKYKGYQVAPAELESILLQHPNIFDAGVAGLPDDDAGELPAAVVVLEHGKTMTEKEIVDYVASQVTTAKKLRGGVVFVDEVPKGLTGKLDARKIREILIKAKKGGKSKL
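Purified P. pyralis luciferase (10nM final) with 10uM D-luciferin and 10uM ATP (Km levels) in 50mM Tris acetate pH 7.5, 10mM Mg acetate, 0.01% Tween-20, 0.05% BSA; qHTS 6-point titration, ~60 µM downward; luminescence read.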
RORg inh = blocks mouse ROR gamma transcriptional activity; P51450; Drosophila S2 Gal4-RORgamma UAS-luciferase reporter, 20 h; Potency, µM (titrated, usually from 53.6 µM), without a hit: at the top dose activity change, negative = inhibition, usual class: inhibitors; 310,000 tested, 5.4% active; AID 2551; note: % is set by controls: 0 for no effect and ±100 for the full control effect; nearly all actives have a fitted effect of over 60% in size
Target sequence (P51450 whole entry, looked up, the tested form may be a part): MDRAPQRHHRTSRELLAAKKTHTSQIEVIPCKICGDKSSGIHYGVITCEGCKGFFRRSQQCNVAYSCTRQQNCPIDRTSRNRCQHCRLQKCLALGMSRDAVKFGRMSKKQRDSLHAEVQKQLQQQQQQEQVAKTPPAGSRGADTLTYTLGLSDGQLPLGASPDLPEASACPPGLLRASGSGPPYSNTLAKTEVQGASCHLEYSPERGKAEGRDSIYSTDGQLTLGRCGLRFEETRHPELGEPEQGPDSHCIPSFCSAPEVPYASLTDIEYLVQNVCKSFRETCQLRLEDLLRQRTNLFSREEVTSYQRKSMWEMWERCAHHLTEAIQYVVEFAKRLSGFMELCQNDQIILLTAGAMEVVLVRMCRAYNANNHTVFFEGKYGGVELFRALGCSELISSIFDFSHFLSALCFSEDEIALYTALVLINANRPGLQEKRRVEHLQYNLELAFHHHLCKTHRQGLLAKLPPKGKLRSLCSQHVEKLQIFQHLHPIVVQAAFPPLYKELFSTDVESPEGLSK
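Drosophila S2 cells stably expressing Gal4-DBD/mouse RORγ fusion under metallothionein promoter plus UAS-luciferase; compound 1 h, then 700 uM CuSO4 induction for 20 h at ambient temperature; inhibition read as reduced luminescence.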
p53 reactivation = restores transcriptional activity of mutant p53 | H1299 p53-A138V BP100-luciferase reporter, luminescence, 24 h | Potency, µM (series often up to 92.2 µM), for the others: top-dose activity change, positive = activation, most hits filed as activators | 320,000 tested, 0.063% active | AID 504706; note: % of control where 0% means no effect; nearly all actives have a fitted effect of over 45% in size
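p53-null H1299 cells stably carrying temperature-sensitive p53-A138V and a BP100-luciferase reporter were pinned with compounds (4-point, 1:5 series) and held 24 hrs at 37 deg C. Luminescence was read 10 min after detection reagent.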
NPC1 prom act = activators of NPC1 promoter. Huh7 NPC1 promoter luciferase reporter, 24 h. Potency, µM (top dose mostly 9.22 µM), for inactives: top-dose activation, usual class: activators. 320,000 tested, 2.4% active;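 note: % of control where 0% means no effect; nearly all actives have a fitted effect of over 60% in size; reporter is driven by a mutant NPC1 promoter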
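Stably transfected Huh7 (NPC1 promoter→luciferase), 1500 cells/well in Opti-MEM + 10% FBS, 2 h settle, then compound 24 h at 37 °C. Luminescence after 10 min with Amplite reagent.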
Rab9 promoter act = activators of Rab9 promoter. Huh7 Rab9 promoter-luciferase reporter, luminescence, 24 h. Potency, µM (series often up to 9.22 µM), for the others: top-dose activation, negative = inhibition, hits mostly activators. 320,000 tested, 2.8% active. AID 485297; note: % of control where 0% means no effect; nearly all actives have a fitted effect of over 60% in size
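Huh7 cells stably carrying a Rab9 promoter-luciferase reporter, 1500 cells per well in OP-MEM I with 10% FBS, treated with compound 24 hours at 37C. Luciferase activity read by luminescence after 10 minutes with Amplite reagent.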
BRCA1 expr up = activators of BRCA1 expression; AID 624202; 380,000 tested, 1.1% active; Potency, µM (top dose mostly 46.1 µM), without a hit: top-dose activation, usual class: activators; MCF7-BRCA1-FFLuc reporter, luminescence, 48 h; response scale: scaled: vehicle 0%, 10 µM genistein 100%; note: nearly all actives have a fitted effect of over 80% in size; some results filed as inactive show a strong effect at the top dose
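MCF7-BRCA1-FFLuc cells, 2000/well in phenol-red-free MEM, attached 2 h then treated 48 h at 37 C. Luciferase luminescence read 15 min after reagent; normalized to genistein maximum activation (10microM) and DMSO, concentration-response fitted.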
ELG1 genotoxic = genotoxicity induction in ELG1-luciferase HEK293T cells | 330,000 tested, 1.3% active | Potency, µM (series often up to 46 µM), for the others: at the highest dose activity change, positive = activation, hits mostly activators | HEK293T ELG1-luciferase reporter, luminescence, 16 h; note: % of control where 0% means no effect; nearly all actives have a fitted effect of over 60% in size
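HEK293T cells expressing luciferase-tagged ELG1 were treated with compound or DMSO for 16 hr at 37°C. Luciferase activity was then read after 30 min with ONE-Glo at room temperature; rising signal flags genetic stress.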
uPA generation = blocks generation of uPA at the cell surface; cell surface uPA generation assay, qHTS; 330,000 tested, 0.31% active; Potency, µM (top dose mostly 38.3 µM), for inactives: at the highest dose activity change, negative = inhibition, actives largely listed as inhibitors; active = well fitted inhibition curve with a large enough effect; inconclusive = small, poorly fitted or top-dose-only effect; inactive = no such curve, though single readings can be large or run the other way; tested in mouse RAW 264.7 cells; note: % is set by controls: 0 for no effect and ±100 for the full control effect; nearly all actives have a fitted effect of over 55% in size
Gal4-VP16 FLuc = Gal4-VP16 reporter inhibition counter-screen. AID 2546. Potency, µM (top dose mostly 53.6 µM), for inactives: at the top dose activity, negative = inhibition, most hits filed as inhibitors. Drosophila S2 Gal4-VP16 UAS-luciferase, luminescence, 20 h. 310,000 tested, 3.5% active;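 note: Gal4-VP16 expression switched on by copper sulfate through the metallothionein promoter; % is set by controls: 0 for no effect and ±100 for the full control effect; nearly all actives have a fitted effect of over 50% in size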
Starred values were filed as active, the others as inactive; u = inconclusive; x = not tested or not shown; & = joins results of further samples; [ ] = dose if it differs, or a comment. Unless noted, calls come from the whole dose curve; as a rule, active = well fitted curve in the direction sought with a large enough effect; inconclusive = small, poorly fitted or top-dose-only effect, or another doubt; inactive = no such curve, though single readings can be large; an effect the other way counts as inactive or inconclusive. Potency is the fitted concentration of half-maximal effect. Not all compounds are listed. The share of hits here may be higher or lower than overall.

SMILES | MLL CXXC-DNA inh | MBNL1-CUG inh | FLuc modulator | RORg inh | p53 reactivation | NPC1 prom act | Rab9 promoter act | BRCA1 expr up | ELG1 genotoxic | uPA generation | Gal4-VP16 FLuc
CN(C)S(=O)(=O)c1ccc2c(c1)nc(CCC(=O)NCc1ccc(Cl)cc1)n2C | -6% | -3% | -1% | 20% | u | 4% | -4% | -34% | -4% | -4% | -2%
CCOC(=O)[C@H]1[C@H]2COc3cc(OC)ccc3[C@@H]2N2C(=O)c3cc(OC)ccc3NC(=O)[C@@]12C | x | x | 5% | x | -10% | -3% | -3% | 5% | 6% | -2% | x
Cc1cc(C)nc(SCCn2c(N3CC(C)OC(C)C3)nc3c2c(=O)n(C)c(=O)n3C)n1 (configuration not stated) | 10% | -8% | 2% | -12% | -1% | -4% | -8% | 2% | 4% | 4% | -2%
N#Cc1cnn(-c2nc(SCc3ccccc3)nc3sc4c(c23)CCCC4)c1N | 4% | -9% | -1% | -36% | -1% | -3% | 2% | -39% | 0% | x | 12%
CCS(=O)(=O)c1ncc(Cl)c(C(=O)Nc2ccc(C)cc2)n1 | -5% | u | -14% | 5µM* | -11% | -51%[inhibitor] | -53%[inhibitor] | -101%[inhibitor] | -8% | -14% | 2µM*
CN(C)C1=NC[C@H](Cc2ccccc2)N1CC1CCC(C(C)(C)C)CC1 (some centres not stated) | 41%[activator] | 3% | 1% | -5% | 8% | -5% | -3% | -1% | -6% | -16% | -8%
O=c1c2[nH]c3ccc(F)cc3c2ncn1CCN1CCN(Cc2ccccc2)CC1 | -1% | 8% | 7% | -3% | 0% | 0% | -1% | -16% | -12% | -9% | 2%
O=C1CCCc2nc3c(cc21)C(O)Oc1ccccc1-3 (configuration not stated) | 61% | 16% | 3% | 9% | 3% | -4% | -1% | 2% | -1% | -4% | -4%
Clc1ccc(OCc2cnc(Cl)s2)cc1 | 7% | -4% | 15µM* | 20% | 19% | -2% | 11% | 25% | 8% | -5% | -1%
C=C(C)Cn1c(SCC(=O)N/N=C/c2ccccc2OCC(=O)O)nnc1-c1ccc(Br)cc1 | 3% | 5% | 2% | -1% | -2% | -5% | -4% | -12% | -3% | 8% | 3%
Cc1[nH]c2ccc(OC(F)(F)F)cc2c1CCN1C(=O)c2ccc(C(=O)O)cc2C1=O | 4% | 20% | 1% | 2% | -5% | 2% | 1% | -3% | -1% | 3% | -2%
CCn1c(CNC(=O)c2cccc(C)c2)nc2ccccc21 | -3% | -5% | -4% | u | -2% | -1% | -3% | -26% | -4% | 7% | u
Cc1ccc2sc(C)[n+](CCC(C)S(=O)(=O)[O-])c2c1 (configuration not stated) | 9% | x | -2% | -21% | 4% | -1% | 0% | 14% | -1% | 4% | -5%
O=C(Cn1nc(-c2ccc3c(c2)OCCO3)ccc1=O)Nc1ccc(N2CCOCC2)cc1 | -4% | 6% | 0% | 8% | -2% | -3% | -2% | x | -1% | x | 5%
O=C(Oc1cccc(-n2cnnn2)c1)C1CCCCC1 | 149%[activator] | 3% | 3% | 5% | -4% | 1% | 9% | -3%[1.84 µM] | 0% | 2% | 6%
CC(=O)c1cccc(S(=O)(=O)Nc2ccc3nc(C)sc3c2)c1 | 6% | -4% | -5% | -2% | 0% | -12% | -5% | -20% | -6% | -3% | u
CC(C)NC(=O)CSc1nc(Cc2cccs2)nc2ccccc12 | -8% | u | 0% | -28% | 1% | 1% | -3% | -25% | -2% | -3% | -7%
Cn1c(CNC(=O)CCNC(=O)c2ccccc2)cc(=O)n(C)c1=O | -1% | -1% | -2% | -14% | -7% | -1% | -1% | -2% | 0% | -7% | -10%
Cn1nc(C(=O)Nc2cccc(S(=O)(=O)N3CCOCC3)c2)c2ccccc2c1=O | x | x | 3% | x | -13% | -9% | -8% | -52% | 15% | u | x
Cc1cc(C(=O)COC(=O)C2CC2)c(C)n1-c1ccc(F)cc1 | 4% | -3% | 0.17µM* | 7% | -3% | 10% | 1% | 17% | 2.6µM* | 0% | -4%
O=C1N/C(=C/c2ccsc2)C(=O)N1c1ccccc1 | -7% | 12% | u | u | -10% | u | 2.8µM* | 60% | u | u | -1%
CCOC(=O)c1cccc(C2=CC(=O)CC(C)(C)C2)c1 | x | x | -12% | x | 9% | 2% | 0% | 4% | 2% | 4% | x
Cc1ccccc1C(=O)NC1CCN(CC(=O)Nc2ccccc2Cl)CC1 | -3% | 0% | -8% | 25% | -1% | 0% | -1% | -1% | 0% | 12% | 1%
Cc1ccccc1-c1nc(CS(=O)(=O)CC(=O)NCCc2ccccc2)c(C)o1 | -6% | -5% | 0%&-19% | 17% | -6% | 4% | 0% | 3%&-20% | -5% | -11% | u
CN(C)C(=O)COC(=O)c1cccc(S(=O)(=O)N2CC3(C)CC2CC(C)(C)C3)c1 (configuration not stated) | x | x | 3% | x | -17% | -5% | -3% | -3% | 1% | u | x
CCn1c(COc2cccc(OC)c2)nnc1SCC(=O)Nc1ccccc1C(=O)OC | 4% | -1% | 1% | -22% | -3% | -1% | 3% | -27% | -12% | -5% | 7%
NC(=O)NC(=O)COC(=O)/C=C/c1cccc(Br)c1 | -4% | -3% | -2% | 6% | 2% | -8% | 1% | 1% | 2% | 10% | 4%
Clc1cc2nc(-c3cccnc3Cl)[nH]c2cc1Cl | -4% | 16% | 3µM* | -26% | u | 0.89µM* | u | u | 4.6µM* | -6% | u
Cc1ccc(NC(=O)CSc2nnc(-c3ccoc3C)n2CCCN(C)C)cc1Cl | 25% | -1% | 2% | -17% | -10% | 1% | 2% | -21% | 6% | 0% | -3%
O=C(O)c1ccc(/C=N/NC(=O)C2CC2(c2ccccc2)c2ccccc2)cc1 (configuration not stated) | 3% | 2% | u | -26% | -2% | -5% | -2% | x | 9% | x | 7%
Cc1ccc(C)c(NC(=O)CCN2CCCCC2)c1 | 1% | -3% | 4% | -14% | x | 3% | 5% | 18% | 1% | -1% | -3%
CCNc1nc(-c2cc3ccccc3o2)cs1 | 12% | 7% | 0.6µM* | u | u | 2.8µM* | 1.3µM* | u | u | -4% | -2%
CCOC(=O)C(O)(CC(=O)c1ccc(OC)cc1)C(F)(F)F (configuration not stated) | 19% | -23% | 1% | -10% | 7% | -1% | -7% | -6% | 8% | 0% | -4%
CC1(C)O[C@@H]2C[C@H]3[C@@H]4CCC5=CC(=O)C=C[C@]5(C)[C@@]4(F)[C@@H](O)C[C@]3(C)[C@]2(C(=O)CO)O1 | -2% | -18% | 6% | u | 3% | 0% | -2% | -15% | -1% | -14% | 3%
O=C(Nc1cccnc1Cl)c1cc2c(s1)-c1ccccc1OC2 | 3% | 12% | u | -44% | 24% | u | u | 28% | 11% | -6% | 1%
CCC(=O)NC(=S)Nc1ccc(NC(=O)c2ccc([N+](=O)[O-])cc2)cc1 | 8% | -3% | 5% | -24% | -6% | 1% | -4% | -33% | 2% | 8% | -6%
Cc1nnc(NC(=O)CSc2nnc(CC(=O)Nc3ccccc3F)n2C)s1 | 29% | -4% | 1% | -1% | 2% | 0% | -4% | -4% | 4% | -3% | -9%
COc1ccc(OC)c(C2SCCN2S(=O)(=O)c2cccc(C(F)(F)F)c2)c1 (configuration not stated) | -2% | -10% | -1% | 29% | 3% | -1% | -7% | -43% | -6% | 7% | 2%
Cn1nnc(NCc2cc(Br)ccc2OCc2cccs2)n1 | 4% | 1% | 0% | 2% | -8% | 3% | 6% | 0% | 2% | -7% | 14%
Clc1cccc(Cl)c1CSc1nnc2ccccn12 | 0% | 6% | u | 10% | u | 16% | 12% | 71% | 14% | -2% | 30%
COC(=O)c1cn(NC(=O)c2ccncc2)c(=O)c2ccccc12 | 8% | -4% | 4% | 7% | -5% | 2% | -5% | -13% | -1% | 1% | 4%
COC(=O)/C=C1\C(=O)N(c2nc3ccccc3s2)C(=S)N1c1ccc(F)cc1 | 22% | 6% | -4% | -23% | 14% | 3% | 5% | -61% | u | x | -1%
O=C(COc1ccccc1[N+](=O)[O-])Nc1ccc2oc(=O)ccc2c1 | 9% | 22% | -1% | -21% | 3% | 1% | 1% | 7% | -7% | 2% | -2%
CC(=O)c1ccc(Cl)c(Cl)c1Cl | x | x | 6% | 14% | 3% | -1% | -3% | 11% | -2% | 5% | 2%
